High-throughput results (PubChem BioAssay)
TDP-43 yeast inh: inhibitors of TDP-43 toxicity in yeast; TDP-43 expressing yeast growth rescue, BacTiter-Glo, 24 h; 1.8% of 410,000 active; Potency, µM (top dose mostly 46.1 µM), inactives show at the highest dose growth rescue (activation), usual class: activators; AID 652104; note: potency is the fitted concentration of half-maximal effect; % of control where 0% means no effect; nearly all actives have a fitted effect of over 50% in size
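Yeast cells expressing TDP-43 under galactose induction are exposed to compounds for 24 hr at 30 deg C. BacTiter-Glo luminescence measures growth, so protective compounds score as activators.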
aSyn rescue: inhibitors of alpha-synuclein toxicity in yeast; Potency, µM (series often up to 46.1 µM), without a hit: at the highest dose growth rescue (activation), usual class: activators; Yeast expressing alpha-synuclein, growth rescue, BacTiter-Glo, 24 h; 0.14% of 370,000 active; note: potency is the fitted concentration of half-maximal effect; % of control where 0% means no effect; nearly all actives have a fitted effect of over 65% in size
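Readout is rescue of growth in alpha-synuclein-expressing yeast, so inhibitors of toxicity appear as activators. Growth after 24 hr at 30 deg C in galactose medium is quantified by luminescence.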
EPAC2 agonist: agonists of human EPAC2 (RAPGEF4). Potency, µM (highest dose often 154 µM), for inactives: at the top dose activation, most hits filed as activators. EPAC2 activation, biochemical qHTS; response scale: 100% = 6.5 mM cAMP response. 0.079% of 360,000 active. AID 720711. Q8WZA2; note: potency is the fitted concentration of half-maximal effect; nearly all actives have a fitted effect of over 50% in size
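Guanine nucleotide exchange by EPAC2 is measured as reduced fluorescence of BODIPY-GDP once it is released from 250 nM Rap1B. Plates are read kinetically for 30 min at room temperature; results are scaled to 6.5 mM cAMP.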
Abeta rescue: restores growth of yeast expressing A-beta42 peptide; AID 1347071; Potency, µM (series often up to 46.1 µM), for inactives: at the highest dose growth rescue, most hits filed as activators; yeast expressing A-beta42, growth rescue, OD600, 48 h; response scale: 0% DMSO, 100% iron-clioquinol control; 0.063% of 410,000 active; note: potency is the fitted concentration of half-maximal effect; nearly all actives have a fitted effect of over 55% in size
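Yeast growth medium received pinned compounds, then yeast cells expressing toxic A-beta were added; plates incubated at 30 C for 48 hr. Growth read as absorbance at 600 nm, normalized to DMSO and equimolar FeCl3 plus clioquinol controls.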
FUS yeast rescue: rescues growth of FUS-expressing yeast; S. cerevisiae FUS-expressing, growth rescue, OD600, 24 h; Potency, µM (doses to about 76.6 µM), inactives show top-dose growth rescue (activation), hits mostly activators; 0.24% of 390,000 active; AID 1347120;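 note: potency is the fitted concentration of half-maximal effect; plate controls were DMSO vehicle for no effect and reference control for full effect; nearly all actives have a fitted effect of over 55% in size; some results filed as inactive show a strong effect at the top dose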
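Yeast FUS proteinopathy model; galactose-induced FUS (2%), starting OD 0.005. Cpds in dilution series, 24hr, 30C, 99% humidity. Abs 600 nm growth. Pos ctrl CP55940 (top 92uM final); neg ctrl DMSO.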
EPAC2 antagonist: EPAC2 (human) antagonism. 0.18% of 360,000 active. Potency, µM (doses to about 114 µM), for the others: at the highest dose activity, negative = inhibition, hits mostly inhibitors. EPAC2 GEF exchange of Rap1B-BODIPY-GDP, fluorescence. Q8WZA2. AID 720708; note: potency is the fitted concentration of half-maximal effect; % is set by controls: 0 for no effect and ±100 for the full control effect; nearly all actives have a fitted effect of over 45% in size; many of its hits are not listed in these tables
D3 ag: activates the human D3 dopamine receptor. 0.58% of 410,000 active. max activation, %. D3R DiscoveRx beta-arrestin cells, luminescence, 90 min. AID 652048. P35462; in the data active = max activation above about 30%; note: 0% is about no effect; mostly tested at two doses, the higher about 12 µM
Target sequence (P35462 whole entry, looked up): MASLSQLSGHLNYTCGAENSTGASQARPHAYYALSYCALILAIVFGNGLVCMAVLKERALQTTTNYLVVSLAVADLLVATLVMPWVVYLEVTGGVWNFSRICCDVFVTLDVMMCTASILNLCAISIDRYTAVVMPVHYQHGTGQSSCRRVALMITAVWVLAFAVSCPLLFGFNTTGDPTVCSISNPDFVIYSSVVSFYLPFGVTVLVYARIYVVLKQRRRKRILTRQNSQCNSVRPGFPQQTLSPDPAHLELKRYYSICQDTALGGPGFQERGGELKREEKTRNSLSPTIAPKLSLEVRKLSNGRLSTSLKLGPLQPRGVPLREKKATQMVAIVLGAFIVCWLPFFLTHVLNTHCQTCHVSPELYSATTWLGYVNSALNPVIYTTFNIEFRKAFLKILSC
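Agonist mode: compounds and dopamine controls were applied to plated cells for 90 min at 37 degrees C after an overnight attachment at 1500 cells/well. Luminescent read-out followed 30 - 60 minutes at room temperature with DiscoveRx detection reagent.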
D3 antag: blocks the human D3 dopamine receptor. P35462. D3R cells, DiscoveRx beta-arrestin luminescence, antagonist mode; hits give low values. max response, negative = inhibition, %. 2.5% of 360,000 active. AID 652054; in the data active = max response below about -50%; inconclusive = no clear call, values can overlap the other calls; note: % is set by controls: 0 for no effect and ±100 for the full control effect; mostly tested at two doses, the higher about 12 µM
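Cells expressing the human receptor were seeded at 1500 cells/well, incubated overnight at 37 degrees C in 5% CO2, then exposed to library compounds with dopamine controls for 90 minutes at 37 degrees C before luminescent detection.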
* hit, by the source's call; ? = inconclusive; · = no result given; & = joins results of further samples; [ ] = another dose, or the depositor's remark. Unless noted, calls come from the whole dose curve; as a rule, active = well fitted curve in the direction sought with a large enough effect; inconclusive = small, poorly fitted or top-dose-only effect, or another doubt; inactive = no such curve, though single readings can be large; an effect the other way counts as inactive or inconclusive.

SMILES,FUS yeast rescue,aSyn rescue,D3 antag,EPAC2 agonist,D3 ag,EPAC2 antagonist,Abeta rescue,TDP-43 yeast inh
CCCCC(=O)NC(=S)Nc1cccc(NC(=O)CC)c1,-3%,1%,-25,11%,-2,0%,12%,1%
COc1ccc(-n2c(C)cc(C(=O)CSc3nnc(-c4ccoc4C)n3C)c2C)cc1,?,-9%,14,3%,-2,-20%,-5%,?
COc1nc(OC)nc(N(C)CCO)n1,-6%,-3%,37,11%,7,3%,-6%,0%
C[C@]12C(=O)N(c3cccc(Cl)c3)C(=O)N1[C@H]1c3ccccc3OC[C@@H]1[C@H]2c1ccccc1,-9%,-18%,5,9%,0,7%,9%,2%
CCCCCCCC(=O)Nc1cc(C(=O)NCc2ccc(C)cc2)ccc1N1CCC2(CC1)CC(c1ccccc1)=NO2,-19%,-6%,20,14%,12,-4%,8%,10%
CN=Cc1c(NC)nc2c(C)cccn2c1=O,-16%,?,?,17%,-10,5%,?,-1%
COc1ccc(NC(=O)C2CCN(c3cnccn3)CC2)cc1Cl,20%&1%,1%,8,-4%,2&10,-18%,-4%&-9%,?
COc1cccc(CN2C(=O)C(C)N(C(=O)c3c(F)cccc3F)c3ccccc32)c1 (stereo unspecified),28%,18%,24,2%,4,?,-13%,17%
CC(=O)NC(=S)Nc1ccccc1F,-4%,7%,5,2%,-6,12%,22%,18%
Cc1nn(-c2ccccc2)c(Cl)c1/C=C(\C#N)C(=O)NC(C)C,·,-58%[inhibitor],4,-3%,-5,-3%,-52%[inhibitor],24%
CN(CCc1ccccc1)C(C(=O)Nc1ccc2c(c1)OCCO2)c1ccnc2ccccc12 (stereo unspecified),?,-19%,4,14%,6,13%,4%,2%
Cc1nc(NCc2ccc3c(c2)OCO3)c2nnn(Cc3ccccc3)c2n1,36%,-6%,10,6%,-1,-8%,7%,-6%
COc1ccc(S(=O)(=O)NNC(=O)Cc2csc(C)n2)cc1[N+](=O)[O-],4%,3%,0,10%,12,12%,3%,-23%
CN(C)C(=O)c1ccc(-c2n[nH]c(=O)c3ccccc23)cc1,-14%,-8%,-27,12%,-2,2%,-3%,-7%
C=C1CCN([C@@H](Cc2ccccc2)C(=O)NC2CCN(Cc3ccccc3)CC2)S(=O)(=O)c2ccccc21,9%,8%,-15,3%,-11,-3%,6%,10%
COc1cc2c(C#CCCO)c(-c3ccsc3)oc(=O)c2cc1OC,?,1%,26,3%,13,-3%,7%,11%
Cc1ccc(-c2csc3nc4ccc(C(=O)NCCO)cc4c(=O)n23)cc1,-14%,-1%,-20,-2%,12,12%,2%,17%
Cc1cc(C)c(O)c(-c2n[nH]c3c2C(c2cccc(O)c2)N(Cc2ccco2)C3=O)c1 (stereo unspecified),32µM*,-1%,9,19%,-6,-9%,-5%,-9%
Cc1ccccc1Nc1ncnc2c1cnn2Cc1ccccc1,29%,-18%,22,7%,4,-10%,1%,11%
S=C(NNc1cccc(Cl)c1)NC1CCCCC1,3%,8%,-17,-1%,-10,-18%,?,17%
COc1ccc(Cl)c(N2CCN(CCCNC(=O)Nc3ccc(C)cc3)CC2)c1,-3%,22%,1,12%,-4,-9%,0%,-35%[inhibitor]
COc1ccccc1CCC(=O)Nc1ccc(S(=O)(=O)Nc2cc(C)nc(C)n2)cc1,12%,-5%,-2,0%,6,-2%,4%,21%
O=C(COc1ccccc1)Nc1sc2c(c1C(=O)Nc1ccccc1)CCCCC2,14%,·,·,·,-16,·,-4%,7%
COc1ccc(OC)c(NC(=O)COC(=O)C2CCCCC2)c1,13%,0%,16,1%,-4,-1%,21%,?
O=C(CCC(=O)NNC(=O)c1ccc(Cl)cc1Cl)NCc1ccccc1,9%,-21%,-15,8%,-5,12%,8%,1%

Given with two lines to a compound: 2 of the compounds above.
Screens in order – FUS yeast rescue, aSyn rescue, D3 antag, EPAC2 agonist, D3 ag, EPAC2 antagonist, Abeta rescue, TDP-43 yeast inh
> Cc1ccc(-c2csc3nc4ccc(C(=O)NCCO)cc4c(=O)n23)cc1
    -14%, -1%, -20, -2%, 12, 12%, 2%, 17%
> CCCCC(=O)NC(=S)Nc1cccc(NC(=O)CC)c1
    -3%, 1%, -25, 11%, -2, 0%, 12%, 1%

Pulled by compound from the list above:
SMILES,FUS yeast rescue,aSyn rescue,D3 antag,EPAC2 agonist,D3 ag,EPAC2 antagonist,Abeta rescue,TDP-43 yeast inh
COc1ccccc1CCC(=O)Nc1ccc(S(=O)(=O)Nc2cc(C)nc(C)n2)cc1,12%,-5%,-2,0%,6,-2%,4%,21%
COc1ccc(NC(=O)C2CCN(c3cnccn3)CC2)cc1Cl,20%&1%,1%,8,-4%,2&10,-18%,-4%&-9%,?
CN(CCc1ccccc1)C(C(=O)Nc1ccc2c(c1)OCCO2)c1ccnc2ccccc12 (stereo unspecified),?,-19%,4,14%,6,13%,4%,2%
COc1nc(OC)nc(N(C)CCO)n1,-6%,-3%,37,11%,7,3%,-6%,0%
Cc1ccc(-c2csc3nc4ccc(C(=O)NCCO)cc4c(=O)n23)cc1,-14%,-1%,-20,-2%,12,12%,2%,17%
CN(C)C(=O)c1ccc(-c2n[nH]c(=O)c3ccccc23)cc1,-14%,-8%,-27,12%,-2,2%,-3%,-7%
COc1cccc(CN2C(=O)C(C)N(C(=O)c3c(F)cccc3F)c3ccccc32)c1 (stereo unspecified),28%,18%,24,2%,4,?,-13%,17%

New compounds follow:
SMILES,FUS yeast rescue,aSyn rescue,D3 antag,EPAC2 agonist,D3 ag,EPAC2 antagonist,Abeta rescue,TDP-43 yeast inh
COc1ccc(Cl)cc1NC(=O)N1CCC(C)CC1,-1%,-10%,1,1%,0,-7%,27%,?
CC(=O)Nc1ccc(NC(=O)Cc2ccc(-c3ccccc3)cc2)cc1,-13%,2%,5,7%,-4,8%,-11%,-6%
CCOc1ccc(N(CC(=O)OC)S(=O)(=O)c2ccc(OC)c(OC)c2)cc1,14%,9%,3,0%,-12,-8%,-4%,-17%
COc1ccc(-c2cc(=O)oc3cc(OCC(=O)NCCCn4ccnc4)ccc23)cc1,-14%,6%,55,-1%,0,-13%,0%,0%
COc1cccc(C(=O)Nc2ccc(S(=O)(=O)N(Cc3ccccc3)c3ccccc3)cc2)c1,36%,·,·,·,-13,·,-15%,9%
Cc1ccc(NC(=O)CCn2cc(C(F)(F)F)ccc2=O)cc1,37%,-1%,0,7%,-13,8%,-10%,-30%
COCCn1c(C(C)C)nc2ccccc21,1%,0%,15,5%,5,-2%,6%,13%
CCSc1nnc2c(n1)OC(c1ccc(OCC(=O)O)cc1)Nc1ccccc1-2 (stereo unspecified),0%,·,·,·,7,·,-16%,-37%[inhibitor][9.22 µM]
CCOC(=O)C1CCN(c2ncnc3c2c(-c2ccccc2)cn3-c2ccc(C)c(Cl)c2)CC1,-4%,·,·,·,9,·,11%,14%
CC1CCC(NC(=O)CCS(=O)(=O)c2ccc3c(c2)NC(=O)C(C)S3)CC1 (stereo unspecified),15%,-2%,-11,-4%,-5,2%,-14%,-6%
COC(=O)c1ccccc1NC(=O)N1CCN(C/C=C/c2ccccc2)CC1,-13%,-4%,?,29%,-14,-10%,-3%,-16%
O=C(NCc1nnc(SCC(=O)N2CCN(c3ccccc3)CC2)o1)c1c(F)cccc1Cl,-25%,2%,11,1%,-4,0%,-4%,13%
CC(=O)C1C(=O)CC(c2ccc(Cl)cc2)CC1=O (stereo unspecified),0%,20%,4,7%,3,9%,-64%[inhibitor],-74%[inhibitor]
Cc1ccc2oc(-c3ccc(NC(=O)c4cccc(F)c4)c(C)c3)nc2c1,-13%,·,·,·,-8,·,-11%,-14%
COc1ccc(-n2c(=O)c3c4c(sc3n(Cc3ccccc3)c2=O)CN(C(C)=O)CC4)cc1OC,31%,·,·,·,-3,·,1%,15%
COc1cccc(CNC(=O)c2cc(-c3cccc(OC)c3)n[nH]2)c1,-16%,·,·,·,0,·,8%,20µM*
COc1ccc(CN2C(=O)c3cccnc3C2=O)cc1S(=O)(=O)N1CCCC(C)C1 (stereo unspecified),18%,5%,-2,10%,-3,-6%,-8%,22%
CC(C)(C)CC(C)(C)N=C1NS(=O)(=O)c2cc([N+](=O)[O-])ccc21,28%,-3%,-19,2%,-5,-5%,-1%,-6%[9.22 µM]
COc1ccc(-c2cc(C(F)(F)F)n3nc(C(=O)N4CCOCC4)nc3n2)cc1,·,-5%,0,-3%,7,11%,-5%,4%
CS(=O)(=O)Nc1nnc(SCC(=O)Nc2cccc([N+](=O)[O-])c2)s1,-13%,4%,3,2%,8,3%,-3%,16%
CCOC(=O)Nc1cc(C)c(Cl)cc1OC,-9%,1%,31,5%,7,9%,9%,-2%
CCOc1cccc(C(=O)N2CCCCC2c2cccnc2)c1 (stereo unspecified),1%,0%,4,2%,1,-1%,17%,-1%
O=C(Cn1c(=O)n(CC2CCC(C(=O)NCCc3ccccc3)CC2)c(=O)c2ccccc21)Nc1cccc(F)c1 (stereo unspecified),12%,·,·,·,-1,·,-3%,21%
COC(=O)c1sc2nc[nH]c(=O)c2c1C,·,0%,-9,7%,0,-2%,-6%,16%
O=C(O)C1CCN(S(=O)(=O)c2ccc(N3CCCC3C(=O)O)c([N+](=O)[O-])c2)CC1 (stereo unspecified),7%,2%,-82*,13%,-20,7%,4%,-11%
CCCN(CCC)S(=O)(=O)c1cc2c(cc1Br)CCN2C(=O)CC,5%,-37%[inhibitor],22,5%,-4,-9%,-21%,-9%
O=C(NC(NC(=S)Nc1c(Cl)cccc1Cl)C(Cl)(Cl)Cl)c1cccc([N+](=O)[O-])c1 (stereo unspecified),11%,-3%,-16,8%,-23,13%,-15%,-19%
CCOC(=O)c1ccc(NC(=O)NNS(=O)(=O)c2cc(OC)ccc2OC)cc1,14%,2%,3,0%,5,-3%,1%,10%

Some values from the entries so far.
O=C(Cn1c(=O)n(CC2CCC(C(=O)NCCc3ccccc3)CC2)c(=O)c2ccccc21)Nc1cccc(F)c1 (stereo unspecified) in D3 ag = -1
Cc1ccc(NC(=O)CCn2cc(C(F)(F)F)ccc2=O)cc1 in FUS yeast rescue = 37%

Only part of the results is shown. The share of hits here may be higher or lower than overall.
